RGS4 inh: human RGS4 inhibition. Transcreener GDP fluorescence polarization, RGS4-accelerated GTP hydrolysis. Potency, µM (doses to about 114 µM), for the others: at the top dose activity change, negative = inhibition, most hits filed as inhibitors. actives 0.039% (n = 390,000). AID 504845; also: potency is read from the fitted curve at half-maximal effect; % is scaled to controls: 0 for no effect and ±100 for the full control effect; nearly all actives have a fitted effect of over 75% in size; some results filed as inactive show a strong effect at the top dose
Target sequence (P49798 whole entry, looked up): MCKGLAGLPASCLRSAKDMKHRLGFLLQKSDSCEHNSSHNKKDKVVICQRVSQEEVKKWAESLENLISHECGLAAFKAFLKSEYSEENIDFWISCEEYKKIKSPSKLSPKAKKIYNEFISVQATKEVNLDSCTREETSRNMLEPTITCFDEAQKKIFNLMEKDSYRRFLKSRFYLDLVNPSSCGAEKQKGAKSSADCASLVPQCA
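MLSMR compounds (23 nl, pin-transferred) preincubated 10 min at room temperature with a 500nM (2x) first reagent, then RGS4 at 900nM (2x) plus Transcreener GDP mix added; fluorescence polarization (620/688 nm) read before and after 90 min at 30 °C.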
Vif-A3G inh: inhibitors of Vif-APOBEC3G interaction; HeLa A3G-eYFP + Vif (tagged APOBEC3G with the HIV-1 protein that degrades it), YFP fluorescence, overnight; Potency, µM (series often up to 46.1 µM), inactives show at the top dose activity, negative = active, usual class: inhibitors; actives 0.076% (n = 410,000); AID 602310;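 also: potency is read from the fitted curve at half-maximal effect; % is scaled to controls: 0 for no effect and ±100 for the full control effect; nearly all actives have a fitted effect of over 60% in size; hits raise eYFP signal because A3G escapes Vif-driven loss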
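Read-out is eYFP fluorescence (Ex 488/Em 500-530) from Vif-expressing HeLa A3G-eYFP cells; more signal means A3G escaped Vif-mediated degradation. Cells plated overnight, compound pinned in, incubated overnight at 37 deg C.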
Glioma ERSR ind: induces the endoplasmic reticulum stress response in human glioma cells; U87-MG GRP78 promoter luciferase reporter, 16 h; Potency, µM, inactives show at the highest dose activation, usual class: activators; actives 0.02% (n = 420,000); AID 602332; also: potency is read from the fitted curve at half-maximal effect; series mostly up to about 76 µM; % of control where 0% means no effect; nearly all actives have a fitted effect of over 35% in size
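Stably transfected U87-MG human glioma cells carrying a GRP78-based luminescent sensor were seeded at 1000 cells/well, pin-dosed with compounds and incubated 16 h. Luciferase reagent was then added, and end-point luminescence was read after 10 min at room temperature.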
12-LOX inh: inhibitors of human 12S-lipoxygenase ALOX12; purified 12hLO, xylenol orange hydroperoxide absorbance; Potency, µM (doses to about 108 µM), for inactives: at the highest dose activity change, negative = inhibition, usual class: inhibitors; actives 1.1% (n = 580,000); also: potency is read from the fitted curve at half-maximal effect; % is scaled to controls: 0 for no effect and ±100 for the full control effect
Target sequence (P18054 whole entry, looked up): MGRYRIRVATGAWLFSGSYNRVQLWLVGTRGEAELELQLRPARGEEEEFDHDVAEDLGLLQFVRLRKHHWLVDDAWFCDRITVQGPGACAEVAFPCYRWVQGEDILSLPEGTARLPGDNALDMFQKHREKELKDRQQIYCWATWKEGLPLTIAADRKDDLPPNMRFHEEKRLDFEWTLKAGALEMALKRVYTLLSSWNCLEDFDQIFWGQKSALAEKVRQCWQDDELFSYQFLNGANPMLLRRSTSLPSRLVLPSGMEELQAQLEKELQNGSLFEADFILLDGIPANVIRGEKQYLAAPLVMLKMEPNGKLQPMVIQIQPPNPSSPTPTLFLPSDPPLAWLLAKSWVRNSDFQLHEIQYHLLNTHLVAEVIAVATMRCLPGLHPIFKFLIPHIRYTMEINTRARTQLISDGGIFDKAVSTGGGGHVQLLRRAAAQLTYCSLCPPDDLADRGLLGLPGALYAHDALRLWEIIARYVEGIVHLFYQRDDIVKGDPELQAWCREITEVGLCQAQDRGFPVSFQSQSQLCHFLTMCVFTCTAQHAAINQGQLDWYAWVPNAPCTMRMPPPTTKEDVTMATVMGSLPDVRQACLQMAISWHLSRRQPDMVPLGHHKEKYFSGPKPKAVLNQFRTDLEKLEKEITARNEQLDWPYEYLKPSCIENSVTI
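Purified human 12hLO (150 nM final) in 25 mM Hepes, 0.01% Triton X-100, pH 7.0 was preincubated 15 min at room temperature with compound. Then 40 uM arachidonic acid was added, 30 min. Hydroperoxide was read by Fe-XO absorbance ratio 573/405 nm.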
D2 antag: antagonizes the human D2 dopamine receptor | P14416 | HEK293 TREx D2 cells, calcium flux, dopamine EC80 | inhibition, % at 10 µM | actives 2% (n = 340,000) | AID 485344; in the data active = inhibition above about 30%; also: 0% is about no effect
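Inhibition of EC80 dopamine-driven calcium flux, recorded kinetically, defines activity here; cells are a tetracycline-induced HEK293 T-REx line expressing force-coupled D2.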
Vif-A3F inh: blocks the Vif interaction with APOBEC3F. HeLa A3F-eYFP + Vif (tagged APOBEC3F with the HIV-1 protein that degrades it), YFP fluorescence increase. Potency, µM (highest dose often 46.1 µM), inactives show at the top dose activity, negative = active. AID 602313. actives 0.2% (n = 390,000); also: potency is read from the fitted curve at half-maximal effect; % of control where 0% means no effect; nearly all actives have a fitted effect of over 65% in size
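HeLa cells stably expressing Vif plus C-terminally eYFP-tagged A3F were seeded, incubated overnight at 37 deg C, dosed with compound, incubated overnight again at 37 deg C. Yellow fluorescence (Ex 488/Em 500-530) reported blocked Vif-mediated A3F-eYFP degradation.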
D2 agonist: activates the human D2 dopamine receptor; HEK293 T-REx D2 cells, calcium flux agonist mode; activation, % at 2 µM; actives 0.53% (n = 340,000);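 active = activation over 3 SD above normal in the single-dose calcium agonist read, cut at about 30% in these data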; also: 0% is about no effect
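Calcium-flux readout, 1 cycle/sec over 180 s following compound pin transfer, in inducible HEK293 Trex D2 cells (force-coupled); dopamine controls included. Positive calcium responses during this window marked compounds as potential agonists.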
LDHA inh: LDHA (human) enzyme inhibition. P00338. AID 1347041. activity change, % (values are at about 110 or 230 µM). actives 0.15% (n = 480,000). purified LDHA, NADH/diaphorase-resazurin fluorescence; active compounds read low; in the data active = activity change below about -30%; inconclusive = mostly about -25% to -30%;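 also: plate controls were DMSO wells for no effect and wells without enzyme for full effect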
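LDH5 2 nM; NADH 0.06 mM, pyruvate 0.2 mM; 200 mM Tris pH 7.4, EDTA, Tween-20; 5 min RT. Detection: diaphorase 0.133 mg/mL + resazurin 37 µM, fluorescence ex540/em590 at 0 and 20 min; normalized to enzyme-free and DMSO wells.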
ERG Ets-DNA blk: blocks human ERG Ets domain binding to DNA | fluorescence polarization, His-ERG Ets domain / labelled DNA | actives 0.028% (n = 370,000) | P11308 | Potency, µM (doses to about 76.9 µM), inactives show at the top dose FP activity, negative = inhibition, hits mostly inhibitors; active = well fitted inhibition curve with a large enough effect in the polarisation, with a control signal flat; inconclusive = small, poorly fitted or top-dose-only effect, or effect the other way, or a change in a side signal; inactive = no such curve, though single readings can be large or run the other way; the % refers to the polarisation;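 also: polarization taken with two DNA probes labelled with fluorescein and Texas red; potency is read from the fitted curve at half-maximal effect; % of control where 0% means no effect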
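His-tagged ERG Ets domain (1 uM in the protein solution; 300mM KCl, 50mM Tris-HCl, 1mM EDTA, 1mM DTT, pH 7.5) received compound, then a probe mix of 5 nM fluorescein-DNA and 100nM Texas-615-DNA. Fluorescence polarization was read for both dyes.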
Active calls of the source: *; ? = inconclusive; / = not tested or not shown; [ ] = dose if it differs, or a comment. Unless noted, calls follow the shape of the dose curve; as a rule, active = well fitted curve in the direction sought with a large enough effect; inconclusive = small, poorly fitted or top-dose-only effect, or another doubt; inactive = no such curve, though single readings can be large; an effect the other way counts as inactive or inconclusive. Only part of the results is shown; count on the stated rates, not on these rows.

SMILES	RGS4 inh	Vif-A3G inh	Glioma ERSR ind	12-LOX inh	D2 antag	Vif-A3F inh	D2 agonist	LDHA inh	ERG Ets-DNA blk
CS(=O)(=O)N(CC(=O)NCC1CCCO1)Cc1ccc(Cl)cc1 (configuration not stated)	13.6%[11.4 µM]	1.1%	-1.7%	10.2%	-6.9	5.2%	0.0	-3.5	-4.9%
COc1cccc(CNCCCSc2nnnn2C)c1OC	15.6%	2.1%	-1.7%	-8.4%	/	-2.6%	1.3	-0.5	-7.5%
Cc1cc(C)cc(OCCCOc2cccc3cccnc23)c1	-52.9%[11.4 µM]	-7.6%	13.3%	-23.5%	33.1*	-11.4%	-0.3	4.9	5.3%
CCOC(=O)c1c(C)oc2nc(C)nc(Nc3ccc(CC)cc3)c12	22.6%	2.4%	-3.0%	-12.5%	/	-1.1%	0.6	-8.8	2.6%
Cc1cccc(C)c1-n1c(C)cc(/C=N\Nc2ccc([N+](=O)[O-])cn2)c1C	-45.3%	-13.6%	4.3%	0.0%	-20.3	?	-1.1	1.4	-5.9%
Cc1cc(C(=O)COc2cccc(-n3cnnn3)c2)c(C)n1-c1ccccc1	-23.4%	-1.2%	-3.0%	3.0%	10.9	5.5%	0.1	-14.9	-0.5%
CC(=O)CCc1oc2ccc(C)cc2c1-c1ccccc1	1.9%	-0.6%	-5.1%	?	6.8	-36.4%	-1.2	-2.5	15.4%
Cc1cccc(NC(=O)c2sc(NC(=O)c3ccco3)c(C#N)c2C)c1C	9.1%	-4.9%	-1.0%	2.9%	1.9	-10.2%	-0.1	-3.4	/
COc1ccc(N2CCCn3c2nc2c3c(=O)n(Cc3ccc(F)cc3)c(=O)n2C)c(OC)c1	-9.1%[11.4 µM]	0.9%	-1.8%	0.0%	-8.3	-8.4%	-2.2	1.5	-0.6%
CC1Cc2cc(-c3csc(NC(=O)CCl)n3)ccc2N1C(=O)C1CC1 (configuration not stated)	-18.3%	0.1%	1.4%	26.3%	/	-3.1%	/	-1.4	-7.1%
COC(=O)c1ccccc1-c1ccc(C=O)o1	5.6%	1.5%	-6.1%	0.4%	-9.8	3.6%	-0.1	-3.0	-0.7%
O=C(/C=C/c1cccs1)c1ccc([N+](=O)[O-])cc1	-0.7%	-2.1%	-0.7%	60.0%	-2.3	13.2%	-0.5	-5.4	-6.5%
COc1ccc(-c2csc(NC(=O)CS(=O)(=O)c3ccccc3)n2)c(OC)c1	/	-4.2%	-3.9%	-1.6%	/	-0.4%	/	0.2	/
Cc1cc(C)c(C)c(S(=O)(=O)NCc2cccnc2)c1C	9.0%	1.7%	-4.5%	9.1%	-19.2	-1.4%	0.4	-2.4	4.5%
CCC(c1nnnn1CCc1ccccc1)N1CCN(C(=O)c2ccco2)CC1 (configuration not stated)	-30.8%	-0.1%	-2.8%	?	-2.7	-2.4%	-0.1	-4.6	-2.5%
C=CCOC(=O)C1=C[C@@H](c2ccc(C(F)(F)F)cc2)C[C@@H](OCc2ccc(CO)cc2)O1	2.5%	-5.3%	-0.4%	?	/	-3.9%	/	0.8	4.9%
C=CCc1cccc(/C=N/NC(=O)c2ccc3nc[nH]c3c2)c1O	-1.9%	?	-0.1%	-27.0%	8.4	7.3%	-0.4	1.1	-9.0%
Cc1ccccc1-c1ccc(C=Nc2c(C)n(C)n(-c3ccccc3)c2=O)o1	-10.8%	-6.0%	1.4%	?	4.8	1.0%	-0.3	3.0	1.4%
COc1cc(C(=O)N2CCC(C(=O)Nc3cccc(C(C)=O)c3)CC2)cc(OC)c1OC	-12.2%	2.0%	-2.6%	-4.4%	-2.3	/	0.2	1.2	-3.8%
Cc1oc(-c2ccc(Cl)cc2)nc1Cn1c(=O)cc(C)c2c(C)nn(-c3ccccc3)c21	-4.7%	-0.2%	-3.4%	-35.3%	/	2.7%	0.1	3.8	-5.4%
Cc1ccc2nc(-c3ccc(NC(=S)NC(=O)C(C)C)cc3)sc2c1	-28.0%	-1.0%	8.0%	-1.0%	-12.5	-15.7%	-0.2	3.7	/
Cc1oc(-c2ccc(Cl)cc2)cc1C(=O)/C(C#N)=C/Nc1cccc(OC(F)(F)F)c1	-29.4%	1.2%	-0.3%	?	-1.6	2.2%	0.1	-8.8	-2.8%
CC(C)CN(C(=O)c1cc(Cl)nc2ccccc12)C1CCS(=O)(=O)C1 (configuration not stated)	-23.8%	0.8%	-2.9%	-17.7%	/	?	/	-3.2	21.4%
Cc1ccccc1CC1(CO)CCCN(C(=O)CCC(F)(F)F)C1 (configuration not stated)	12.6%	3.9%	-2.9%	6.0%	4.1	7.0%	-0.3	-10.9	11.5%
CSc1ccc(CCNC(=O)c2cc3c(-c4ccccc4F)nn(C)c3s2)cc1	-0.2%	1.7%	-3.0%	-16.3%	/	-5.0%	0.9	-4.0	-1.6%

Marked active in D2 antag, among the entries above:
canonical_smiles,RGS4 inh,Vif-A3G inh,12-LOX inh,D2 antag,ERG Ets-DNA blk
Cc1cc(C)cc(OCCCOc2cccc3cccnc23)c1,-52.9%[11.4 µM],-7.6%,-23.5%,33.1*,5.3%

(next part)
SMILES	RGS4 inh	Vif-A3G inh	Glioma ERSR ind	12-LOX inh	D2 antag	Vif-A3F inh	D2 agonist	LDHA inh	ERG Ets-DNA blk
C=CCn1cnc2scc(-c3ccc(C)c(C)c3)c2c1=O	-12.6%	9.7%	-0.2%	-14.7%	10.5	-9.7%	-1.9	-1.3	6.1%
N#Cc1ccccc1COC(=O)c1ccc2c(c1)OCO2	4.0%	0.7%	5.3%	?	17.0	-2.6%	0.6	3.3	0.8%
CCc1ccc[n+](-c2nc([O-])sc2C=O)c1	-19.7%	-0.1%	-0.7%	0.0%	16.5	4.1%	0.9	1.2	-1.9%
O=C(Nc1cccc2cccnc12)C(F)(F)F	-13.9%	4.0%	-2.4%	/	/	/	/	6.8	/
O=C1c2ccccc2CCC12OC2c1ccc([N+](=O)[O-])cc1 (configuration not stated)	/	-1.2%	-0.8%	2.2%	/	-2.3%	/	2.1	/
CN1CCC(N(C)C(=O)COc2ccccc2-c2ccccc2)CC1	2.4%	-0.5%	-2.6%	-13.8%	2.5	3.2%	0.2	-3.3	10.4%
COc1cccc(CCC2C(=O)CCCC2=O)c1	-16.3%	1.3%	-1.8%	0.5%	/	8.9%	/	-0.8	-1.3%
CC1(c2ccccc2)NC(=O)N(N)C1=O (configuration not stated)	-8.5%	-0.1%	-0.3%	0.8%	-18.9	3.1%	0.5	-4.1	3.3%
COc1ccc(NC(=O)CSc2nncc3ccccc23)cc1	10.5%	-0.1%	-7.6%	-3.7%	27.0	-3.6%	9.1	-1.7	-2.8%
CC(=O)c1sc2nc(CSc3nnnn3-c3ccccc3)[nH]c(=O)c2c1C	-46.0%	-13.0%	-3.8%	-28.2%	-4.3	?	6.7	-4.0	24.4%
CN1CCN(S(=O)(=O)c2ccc(N(C)Cc3cccc(F)c3)nc2)CC1	-11.0%	-0.5%	-1.3%	409.4%[activator]	-31.3	0.9%	0.2	1.5	-5.9%
O=C(NC(=S)Nc1sc2c(c1C(=O)O)CCCC2)c1ccccc1	-20.5%	5.0%	8.1%	?	7.5	10.4%	-1.4	-5.7	2.7%
CCN(CC(=O)Nc1c(F)cccc1F)C(=O)C1CCN(S(=O)(=O)c2ccc(C)c(C)c2)CC1	-26.8%	-12.4%	-3.1%	11.9%	-8.7	0.5%	1.0	-1.5	-3.1%
O=C(CCSCc1cnn(-c2ccccc2)c1-n1cccc1)NCc1ccc(Cl)cc1	-3.1%	-5.7%	-3.1%	?	/	0.7%	-0.2	-0.6	2.0%
O=C(Nc1c(C(=O)N2CCN(c3ccccc3)CC2)oc2ccccc12)c1ccccc1F	2.1%	4.5%	-2.3%	-4.2%	/	3.3%	0.3	-4.5	5.7%
CCNCc1ccccc1OCc1ccccc1	2.1%[11.4 µM]	5.8%	-1.9%	-8.3%	5.7	5.5%	0.2	-4.1	2.9%
COc1cc(/C=C2\C(=N)N3N=C(S(C)(=O)=O)SC3=NC2=O)cc(OC)c1OCCOc1ccccc1C	-15.3%	-0.3%	0.2%	132.2%[activator]	-5.6	6.2%	0.5	-8.4	2.8%
CCN(C(=O)COC(=O)/C=C/c1cnc2ccccc2n1)c1ccccc1	-35.4%	2.0%	3.0%	-4.3%	3.1	9.8%	-0.6	-8.7	-12.1%
CSc1nnnn1-c1c(C)cc(C)cc1C	-21.5%	-1.2%	0.9%	0.0%	14.0	2.9%	0.2	0.4	-5.9%
Cc1nc(-c2ccc(C(=O)Nc3ccccc3F)cc2)cs1	-9.8%	3.3%	-13.9%	0.9%	4.8	0.2%	0.5	-15.1	-0.9%
COc1ccc(-n2cc(C#N)c(=O)n(Cc3ccc(F)cc3)c2=O)cc1	-16.7%	?	-5.7%	0.4%	-6.9	-9.8%	-0.1	-4.2	-7.5%
Cc1ccc(N(CC(=O)NC(C)(C)C)C(=O)CS(=O)CC(=O)Nc2ccc3c(c2)OCO3)cc1 (configuration not stated)	-5.7%	-1.0%	7.5%	-4.8%	-3.9	-1.0%	-0.4	-1.9	1.7%
O=C(O)c1ccc2oc(SCC(=O)N3CCCCC3)nc2c1	-28.1%	2.4%	-8.3%	-12.8%	-7.2	-1.3%	1.3	-9.0	-15.1%
